Screens (PubChem)
TEAD-YAP inh: TEAD-YAP interaction inhibition. 640,000 tested, 1.4% active. HEK-TIYL cells, TEAD-Gal4/YAP UAS-luciferase luminescence. inhibition, % at 9.12 µM; in the data active means inhibition above about 32%;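 further: 0% = median of test compound wells and 100% = reference inhibitor wells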
MITF primary: blocks human microphthalmia-associated transcription factor | O75030 | AlphaScreen MITF homodimerization, bead proximity signal | inhibition, % at 2.6 µM | 650,000 tested, 0.91% active | AID 1259374; in the data active means inhibition above about 50%;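 further: 0% = vehicle wells with protein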
Target sequence (O75030 whole entry, looked up): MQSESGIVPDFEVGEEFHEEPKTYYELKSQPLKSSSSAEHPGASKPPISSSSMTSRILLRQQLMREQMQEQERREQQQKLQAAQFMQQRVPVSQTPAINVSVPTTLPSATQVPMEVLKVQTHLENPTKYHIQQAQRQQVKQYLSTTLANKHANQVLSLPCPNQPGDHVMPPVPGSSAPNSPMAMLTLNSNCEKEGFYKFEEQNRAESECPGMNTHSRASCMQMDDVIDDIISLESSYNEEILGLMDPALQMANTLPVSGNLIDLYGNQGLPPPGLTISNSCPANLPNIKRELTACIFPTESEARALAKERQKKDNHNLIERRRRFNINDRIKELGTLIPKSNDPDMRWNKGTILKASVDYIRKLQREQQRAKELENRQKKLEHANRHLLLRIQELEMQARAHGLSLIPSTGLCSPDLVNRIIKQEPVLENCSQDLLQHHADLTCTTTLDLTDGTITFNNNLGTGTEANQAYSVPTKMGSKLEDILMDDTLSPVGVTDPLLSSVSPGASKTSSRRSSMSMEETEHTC
FBW7 activator: activators of human E3 ligase FBW7; 650,000 tested, 0.13% active; AID 1259310; normalized activity (activation), % at 26.1 µM; AlphaScreen FBW7–phospho-cyclin E peptide binding, activator screen; Q969H0; in the data active means normalized activity above about 1.9%;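 further: purified mutant Fbw7 with reduced substrate affinity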
GPR151 ag: activates the human receptor GPR151; PathHunter beta-arrestin GPR151 cells, luminescence; AID 1508602; 650,000 tested, 1% active; activation, % at 11.2 µM; in the data active means activation above about 4.9%;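 further: 0% = median of compound wells and 100% = cells with positive control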
Target sequence (Q8TDV0 whole entry, looked up): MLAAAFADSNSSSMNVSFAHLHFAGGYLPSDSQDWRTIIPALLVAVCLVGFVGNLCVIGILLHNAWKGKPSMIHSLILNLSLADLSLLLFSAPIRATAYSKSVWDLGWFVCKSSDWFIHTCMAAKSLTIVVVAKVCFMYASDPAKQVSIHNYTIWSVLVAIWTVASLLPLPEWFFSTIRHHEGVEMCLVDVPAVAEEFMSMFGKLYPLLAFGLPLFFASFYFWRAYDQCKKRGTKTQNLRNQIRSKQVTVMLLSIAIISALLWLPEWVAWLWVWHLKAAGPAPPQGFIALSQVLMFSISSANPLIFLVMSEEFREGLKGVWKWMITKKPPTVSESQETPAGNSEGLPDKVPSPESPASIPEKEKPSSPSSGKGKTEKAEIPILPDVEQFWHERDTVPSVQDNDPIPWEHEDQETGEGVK
Starred values were filed as active, the others as inactive; & = joins results of further samples.

How did COc1ccc(C(C)NC(=O)CN(c2cc(OC)ccc2OC)S(=O)(=O)c2ccccc2)cc1 (stereo not drawn) do in these assays?
TEAD-YAP inh: 11; MITF primary: 6; FBW7 activator: 0.1; GPR151 ag: -0.2

How did O=C(NCCO)C1CCCN(S(=O)(=O)c2ccc(F)cc2)C1 (stereo not drawn) do in these assays?
TEAD-YAP inh: 1; MITF primary: 2; FBW7 activator: 0.2; GPR151 ag: 0.6

Results for CCCN1C(=O)C2(c3ccccc31)c1c(oc3ccccc3c1=O)C(=O)N2CCOC (stereo not drawn) ?
TEAD-YAP inh: 7; MITF primary: -6; FBW7 activator: -0.1; GPR151 ag: -0.5

What do the screens show for `O=C1NC(=O)C2C1C(c1cccs1)=NN2Cc1ccccc1` (stereo not drawn)?
TEAD-YAP inh: 2; MITF primary: 16; FBW7 activator: 0.1; GPR151 ag: -1.5

How did C[C@@](Cc1ccc(O)c(O)c1)(NN)C(=O)O do in these assays?
TEAD-YAP inh: 1; MITF primary: -13&26&-6; FBW7 activator: -0.1&-0.2&-0.2; GPR151 ag: 3.5&-1.2&1.6

What do the screens show for `CN1/C(=C\C=C2/SC(=S)NC2=O)C(C)(C)c2ccccc21`?
TEAD-YAP inh: 14; MITF primary: 45; FBW7 activator: -0.1; GPR151 ag: 1.0

What do the screens show for `COc1ccc2nc(NC(=O)c3nc4nc(C)cc(C)n4n3)sc2c1`?
TEAD-YAP inh: 5; MITF primary: 13; FBW7 activator: -0.2; GPR151 ag: 0.0

Results for O=C(CSc1nc(-c2ccccc2)c(-c2ccccc2)o1)Nc1nccs1 ?
TEAD-YAP inh: 2; MITF primary: -1; FBW7 activator: 0.0; GPR151 ag: 0.5

What do the screens show for `COC(=O)c1sccc1NC(=O)Cc1ccc(Br)cc1`?
TEAD-YAP inh: -1; MITF primary: -1; FBW7 activator: -0.2; GPR151 ag: 2.8

What do the screens show for `COc1ccc(C2=N/C(=C\c3ccccc3OC)C(=O)O2)c(Cl)c1`?
TEAD-YAP inh: 5; MITF primary: -7; FBW7 activator: 0.1; GPR151 ag: 0.3

What do the screens show for `C/C(N)=C(/C#N)C(=O)CSc1nnc(Nc2c(C)cccc2C)s1`?
TEAD-YAP inh: 9; MITF primary: 16; FBW7 activator: -0.1; GPR151 ag: -0.4

How did O=c1c(-c2cc(Br)ccc2NCc2ccccc2)nc2ccccc2n1Cc1ccccc1 do in these assays?
TEAD-YAP inh: 7; MITF primary: -8; FBW7 activator: 0.0; GPR151 ag: -0.2

How did COc1cccc(OC)c1C(=O)Nc1ccc(I)cc1 do in these assays?
TEAD-YAP inh: -2; MITF primary: -8; FBW7 activator: -0.1; GPR151 ag: -1.3

Results for O=C(c1ccc(NCC2CCCO2)c([N+](=O)[O-])c1)N1CCC2(CC1)OCCO2 (stereo not drawn) ?
TEAD-YAP inh: 5; MITF primary: 8; FBW7 activator: 0.4; GPR151 ag: -1.0

What do the screens show for `CCc1ccc(C2c3c(oc4ccc(C)cc4c3=O)C(=O)N2CCCN2CCOCC2)cc1` (stereo not drawn)?
TEAD-YAP inh: -11; MITF primary: 2; FBW7 activator: -0.1; GPR151 ag: 0.4

How did COc1ccc(NC(=O)C(C)N(c2ccccc2)S(C)(=O)=O)cc1Cl (stereo not drawn) do in these assays?
TEAD-YAP inh: -4; MITF primary: 2; FBW7 activator: 0.2; GPR151 ag: -1.0

How did Cc1ccc([N+](=O)[O-])c2nsnc12 do in these assays?
TEAD-YAP inh: -5; MITF primary: 9; FBW7 activator: -0.1; GPR151 ag: -0.2

What do the screens show for `COC(=O)C1=C(O)/C(=C/c2ccc(OCC(=O)Nc3ccccc3OC)cc2)N=C1C`?
TEAD-YAP inh: -8; MITF primary: 4; FBW7 activator: 0.0; GPR151 ag: 0.8

What do the screens show for `NC(=O)NC(c1ccccc1)c1ccc(Cl)cc1Cl` (stereo not drawn)?
TEAD-YAP inh: 2; MITF primary: -7; FBW7 activator: 0.0; GPR151 ag: 0.4

What do the screens show for `Cc1nc(N)[nH]c(=O)c1Cc1cccc2ccccc12`?
TEAD-YAP inh: -5; MITF primary: -6; FBW7 activator: -0.1; GPR151 ag: -0.5

What do the screens show for `CN(C)c1ccc(NC(=O)C(=O)C2C(=O)Nc3ccccc32)cc1` (stereo not drawn)?
TEAD-YAP inh: -1; MITF primary: 6; FBW7 activator: -0.1; GPR151 ag: 0.9

Results for CCOC(=O)Cc1csc(NC(=O)CCCOc2ccc(Cl)cc2)n1 ?
TEAD-YAP inh: 3; MITF primary: 8; FBW7 activator: 0.0; GPR151 ag: 3.7

How did COCCn1c(=O)[nH]c2cc(C(=O)Nc3ccc(NC(C)=O)cc3)ccc2c1=O do in these assays?
TEAD-YAP inh: 12; MITF primary: -12; FBW7 activator: -0.1; GPR151 ag: -0.1

What do the screens show for `CC1=C(C(N)=O)C(c2ccccc2F)n2nc(-c3cccc(Cl)c3)nc2N1` (stereo not drawn)?
TEAD-YAP inh: 2; MITF primary: -14; FBW7 activator: 0.0; GPR151 ag: 0.1

Results for O=C(NC1CC1)c1ccc(-c2ncc(C(=O)Nc3ccc(N4CCOCC4)cc3)s2)cc1 ?
TEAD-YAP inh: 2; MITF primary: -9; FBW7 activator: -0.2; GPR151 ag: 1.7

What do the screens show for `CCOc1ccc(C(=O)N/N=C/c2c(C)[nH]c(=O)[nH]c2=O)cc1`?
TEAD-YAP inh: -3; MITF primary: -30; FBW7 activator: -0.1; GPR151 ag: 0.6

How did O=C(NCCN1CCOCC1)c1cc(=O)oc2cc(OCc3ccccc3)ccc12 do in these assays?
TEAD-YAP inh: -10; MITF primary: -3; FBW7 activator: 0.1; GPR151 ag: -0.6

How did O=C(Nc1cc(Oc2ccc(F)cc2)cc([N+](=O)[O-])c1)c1cn(-c2ccccc2)nc1-c1ccccc1 do in these assays?
TEAD-YAP inh: -8; MITF primary: 5; FBW7 activator: 0.0; GPR151 ag: 0.3

How did CCCCCn1c(SCC(=O)N2CCCC2)nc2cc(C(=O)N3CCC(C(N)=O)CC3)ccc2c1=O do in these assays?
TEAD-YAP inh: 2; MITF primary: -8; FBW7 activator: 0.2; GPR151 ag: -1.0

Results for COc1ccc(C(=O)Nc2ccccn2)cc1 ?
TEAD-YAP inh: 21; MITF primary: 9; FBW7 activator: 0.0; GPR151 ag: -8.4

Among those listed so far, these have an aryl methoxy group.
How did COc1ccc(C(C)NC(=O)CN(c2cc(OC)ccc2OC)S(=O)(=O)c2ccccc2)cc1 (stereo not drawn) do in these assays?
TEAD-YAP inh: 11; MITF primary: 6; FBW7 activator: 0.1; GPR151 ag: -0.2

What do the screens show for `COc1ccc2nc(NC(=O)c3nc4nc(C)cc(C)n4n3)sc2c1`?
TEAD-YAP inh: 5; MITF primary: 13; FBW7 activator: -0.2; GPR151 ag: 0.0

What do the screens show for `COc1ccc(C2=N/C(=C\c3ccccc3OC)C(=O)O2)c(Cl)c1`?
TEAD-YAP inh: 5; MITF primary: -7; FBW7 activator: 0.1; GPR151 ag: 0.3

How did COc1cccc(OC)c1C(=O)Nc1ccc(I)cc1 do in these assays?
TEAD-YAP inh: -2; MITF primary: -8; FBW7 activator: -0.1; GPR151 ag: -1.3

How did COc1ccc(NC(=O)C(C)N(c2ccccc2)S(C)(=O)=O)cc1Cl (stereo not drawn) do in these assays?
TEAD-YAP inh: -4; MITF primary: 2; FBW7 activator: 0.2; GPR151 ag: -1.0

What do the screens show for `COC(=O)C1=C(O)/C(=C/c2ccc(OCC(=O)Nc3ccccc3OC)cc2)N=C1C`?
TEAD-YAP inh: -8; MITF primary: 4; FBW7 activator: 0.0; GPR151 ag: 0.8

Results for COc1ccc(C(=O)Nc2ccccn2)cc1 ?
TEAD-YAP inh: 21; MITF primary: 9; FBW7 activator: 0.0; GPR151 ag: -8.4

New compounds follow
Results for Cc1ccc(NC(=O)COc2ccc(S(=O)(=O)NC(C)C)cc2Cl)c(C)c1 ?
TEAD-YAP inh: 3; MITF primary: -19; FBW7 activator: 0.1; GPR151 ag: -0.4

Results for COc1cc(-c2nc3ccccc3c(=O)n2NC(=O)c2ccccc2Cl)cc(OC)c1OC ?
TEAD-YAP inh: 1; MITF primary: 5; FBW7 activator: -0.1; GPR151 ag: 0.6

What do the screens show for `N#CCC(c1ccccc1)c1ccccc1`?
TEAD-YAP inh: 0; MITF primary: 8; FBW7 activator: 0.0; GPR151 ag: 0.3

How did CCn1c(C)nc2cc(-c3nc4n(n3)Cc3ccccc3-4)ccc21 do in these assays?
TEAD-YAP inh: 103*; MITF primary: -12; FBW7 activator: -0.2; GPR151 ag: -12

How did CC1CCCN(C2CCC(=O)N(Cc3ccccc3Cl)CC2)C1 (stereo not drawn) do in these assays?
TEAD-YAP inh: -1; MITF primary: -13; FBW7 activator: 0.1; GPR151 ag: -0.7

What do the screens show for `CCn1c(CN2CCN(Cc3ccsc3)C(CCO)C2)nc2ccccc21` (stereo not drawn)?
TEAD-YAP inh: 2; MITF primary: -5; FBW7 activator: 0.0; GPR151 ag: 1.2

What do the screens show for `NC(=O)c1c(NC(=S)NC(=O)c2ccccc2F)sc2c1CCCCCC2`?
TEAD-YAP inh: -15; MITF primary: -2; FBW7 activator: 0.1; GPR151 ag: 2.3

What do the screens show for `COC(=O)COc1c(/C=C\c2[nH]c(=O)[nH]c(=O)c2[N+](=O)[O-])cccc1OC`?
TEAD-YAP inh: 1; MITF primary: -11; FBW7 activator: -0.2; GPR151 ag: 0.3

Results for CCCCSCCCNC(=O)c1cccc(N2CCCC2=O)c1 ?
TEAD-YAP inh: 2; MITF primary: -13; FBW7 activator: 0.2; GPR151 ag: -0.9

Results for COc1ccccc1NC(=O)Cn1c(=O)c2c(N3CCN(C(C)=O)CC3)ccnc2n(C)c1=O ?
TEAD-YAP inh: -2; MITF primary: 3; FBW7 activator: 0.0; GPR151 ag: 0.5

Results for Cc1cccc(-c2cnc(C)nc2C2CCCN(C(=O)C3CC(=O)OC34CCCCC4)C2)c1 (stereo not drawn) ?
TEAD-YAP inh: 9; MITF primary: 14; FBW7 activator: 0.0; GPR151 ag: -1.2

How did O=C(Nc1cc(F)cc(F)c1)c1ccc(NCCc2ccccc2)c([N+](=O)[O-])c1 do in these assays?
TEAD-YAP inh: 4; MITF primary: -1; FBW7 activator: 0.2; GPR151 ag: 1.1

What do the screens show for `CCc1ccc(NS(=O)(=O)c2ccc3c(c2)oc(=O)n3C)cc1`?
TEAD-YAP inh: 0; MITF primary: 3; FBW7 activator: -0.1; GPR151 ag: -0.2

How did Cc1ccc(N(CC(=O)NN=C2CCN(C)CC2)S(=O)(=O)c2ccccc2)c(C)c1 do in these assays?
TEAD-YAP inh: 11; MITF primary: 1; FBW7 activator: -0.1; GPR151 ag: 1.5

Results for Cc1nc2c(ccc3nc(NC(=O)c4ccc(S(=O)(=O)N(C)C)cc4)sc32)s1 ?
TEAD-YAP inh: 7; MITF primary: -19; FBW7 activator: 0.0; GPR151 ag: -1.2

Results for Cc1ccc(NC(=O)COC(=O)CSC(=O)c2ccccc2)cc1 ?
TEAD-YAP inh: 6; MITF primary: 7; FBW7 activator: 0.3; GPR151 ag: -0.9

What do the screens show for `CC(=O)c1ccc2c3c(ccc([N+](=O)[O-])c13)CC2`?
TEAD-YAP inh: -5; MITF primary: 9; FBW7 activator: -0.1; GPR151 ag: -0.2

Results for CC(=O)Nc1ccccc1-c1nc2ccc(C(=O)N3CC(C)CC(C)C3)cc2[nH]c1=O (stereo not drawn) ?
TEAD-YAP inh: -1; MITF primary: -4; FBW7 activator: -0.2; GPR151 ag: 0.7

Results for Cc1cc(N2CCCC2)nc2ccc(NC(=S)NCC3CCCO3)cc12 (stereo not drawn) ?
TEAD-YAP inh: -7; MITF primary: -22; FBW7 activator: -0.2; GPR151 ag: -0.6

Results for CC(C)CCn1c(Oc2ccccc2F)nc2c1c(=O)n(C)c(=O)n2C ?
TEAD-YAP inh: -16; MITF primary: 0; FBW7 activator: -0.1; GPR151 ag: 3.1

What do the screens show for `COCCNc1nnc(SCC(=O)Nc2cc(C(N)=O)cc(C(N)=O)c2)s1`?
TEAD-YAP inh: -3; MITF primary: 11; FBW7 activator: 0.0; GPR151 ag: -0.1

How did c1ccc(CCNc2cc(-c3ccccn3)nc(-c3cccnc3)n2)cc1 do in these assays?
TEAD-YAP inh: -22; MITF primary: 31; FBW7 activator: -0.3; GPR151 ag: 0.5

How did O=C(COc1ccc(F)cc1)NNC(=O)COc1ccc(Cl)cc1Br do in these assays?
TEAD-YAP inh: 7; MITF primary: 12; FBW7 activator: 0.5; GPR151 ag: -1.6

Results for CCCCOC(=O)CSc1nnc(-c2cc(OC)c(OC)c(OC)c2)o1 ?
TEAD-YAP inh: 6; MITF primary: 6; FBW7 activator: 0.2; GPR151 ag: 0.7

What do the screens show for `CC(=O)Nc1ccc(Nc2nc(N3CCc4ccccc4C3)nc3nc[nH]c23)cc1`?
TEAD-YAP inh: 3; MITF primary: 12; FBW7 activator: 0.0; GPR151 ag: -1.3

How did CC(=O)c1ccc(NC(=O)/C(=C/c2ccc3c(c2)OCO3)NC(=O)c2ccc(C)cc2)cc1 do in these assays?
TEAD-YAP inh: -15; MITF primary: 3; FBW7 activator: 0.2; GPR151 ag: -0.2

Results for O=C(NCc1ccccc1)C1C2C=CC3(CN(Cc4cccs4)C(=O)C13)O2 (stereo not drawn) ?
TEAD-YAP inh: 4; MITF primary: 1; FBW7 activator: 0.1; GPR151 ag: -0.4

How did CN=C1SC(CC(=O)Nc2ccccc2)C(=O)N1/N=C(\C)c1ccc(O)cc1 (stereo not drawn) do in these assays?
TEAD-YAP inh: 13; MITF primary: -3; FBW7 activator: 0.2; GPR151 ag: -0.1
